Compound activity deposited in PubChem BioAssay by University of Kansas High Throughput Screening Laboratory.
Pf apPOL block: Pf-apPOL DNA polymerase inhibition | Recombinant Pf-apPOL, molecular beacon fluorescence, 1.5 h | inhibition, % at 10 µM | actives 0.25% (n = 210,000) | AID 1794808
mHTT-CaM PPI inh: disrupts binding of mutant huntingtin to calmodulin; inhibition, % at 15 µM; AID 1671202; actives 3.6% (n = 190,000); P42858; AlphaScreen His-mHTT/GST-CaM binding, luminescence;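 further: 0% = both proteins with DMSO and 100% = one protein alone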
Target sequence (P42858 whole entry, looked up, stated change not applied): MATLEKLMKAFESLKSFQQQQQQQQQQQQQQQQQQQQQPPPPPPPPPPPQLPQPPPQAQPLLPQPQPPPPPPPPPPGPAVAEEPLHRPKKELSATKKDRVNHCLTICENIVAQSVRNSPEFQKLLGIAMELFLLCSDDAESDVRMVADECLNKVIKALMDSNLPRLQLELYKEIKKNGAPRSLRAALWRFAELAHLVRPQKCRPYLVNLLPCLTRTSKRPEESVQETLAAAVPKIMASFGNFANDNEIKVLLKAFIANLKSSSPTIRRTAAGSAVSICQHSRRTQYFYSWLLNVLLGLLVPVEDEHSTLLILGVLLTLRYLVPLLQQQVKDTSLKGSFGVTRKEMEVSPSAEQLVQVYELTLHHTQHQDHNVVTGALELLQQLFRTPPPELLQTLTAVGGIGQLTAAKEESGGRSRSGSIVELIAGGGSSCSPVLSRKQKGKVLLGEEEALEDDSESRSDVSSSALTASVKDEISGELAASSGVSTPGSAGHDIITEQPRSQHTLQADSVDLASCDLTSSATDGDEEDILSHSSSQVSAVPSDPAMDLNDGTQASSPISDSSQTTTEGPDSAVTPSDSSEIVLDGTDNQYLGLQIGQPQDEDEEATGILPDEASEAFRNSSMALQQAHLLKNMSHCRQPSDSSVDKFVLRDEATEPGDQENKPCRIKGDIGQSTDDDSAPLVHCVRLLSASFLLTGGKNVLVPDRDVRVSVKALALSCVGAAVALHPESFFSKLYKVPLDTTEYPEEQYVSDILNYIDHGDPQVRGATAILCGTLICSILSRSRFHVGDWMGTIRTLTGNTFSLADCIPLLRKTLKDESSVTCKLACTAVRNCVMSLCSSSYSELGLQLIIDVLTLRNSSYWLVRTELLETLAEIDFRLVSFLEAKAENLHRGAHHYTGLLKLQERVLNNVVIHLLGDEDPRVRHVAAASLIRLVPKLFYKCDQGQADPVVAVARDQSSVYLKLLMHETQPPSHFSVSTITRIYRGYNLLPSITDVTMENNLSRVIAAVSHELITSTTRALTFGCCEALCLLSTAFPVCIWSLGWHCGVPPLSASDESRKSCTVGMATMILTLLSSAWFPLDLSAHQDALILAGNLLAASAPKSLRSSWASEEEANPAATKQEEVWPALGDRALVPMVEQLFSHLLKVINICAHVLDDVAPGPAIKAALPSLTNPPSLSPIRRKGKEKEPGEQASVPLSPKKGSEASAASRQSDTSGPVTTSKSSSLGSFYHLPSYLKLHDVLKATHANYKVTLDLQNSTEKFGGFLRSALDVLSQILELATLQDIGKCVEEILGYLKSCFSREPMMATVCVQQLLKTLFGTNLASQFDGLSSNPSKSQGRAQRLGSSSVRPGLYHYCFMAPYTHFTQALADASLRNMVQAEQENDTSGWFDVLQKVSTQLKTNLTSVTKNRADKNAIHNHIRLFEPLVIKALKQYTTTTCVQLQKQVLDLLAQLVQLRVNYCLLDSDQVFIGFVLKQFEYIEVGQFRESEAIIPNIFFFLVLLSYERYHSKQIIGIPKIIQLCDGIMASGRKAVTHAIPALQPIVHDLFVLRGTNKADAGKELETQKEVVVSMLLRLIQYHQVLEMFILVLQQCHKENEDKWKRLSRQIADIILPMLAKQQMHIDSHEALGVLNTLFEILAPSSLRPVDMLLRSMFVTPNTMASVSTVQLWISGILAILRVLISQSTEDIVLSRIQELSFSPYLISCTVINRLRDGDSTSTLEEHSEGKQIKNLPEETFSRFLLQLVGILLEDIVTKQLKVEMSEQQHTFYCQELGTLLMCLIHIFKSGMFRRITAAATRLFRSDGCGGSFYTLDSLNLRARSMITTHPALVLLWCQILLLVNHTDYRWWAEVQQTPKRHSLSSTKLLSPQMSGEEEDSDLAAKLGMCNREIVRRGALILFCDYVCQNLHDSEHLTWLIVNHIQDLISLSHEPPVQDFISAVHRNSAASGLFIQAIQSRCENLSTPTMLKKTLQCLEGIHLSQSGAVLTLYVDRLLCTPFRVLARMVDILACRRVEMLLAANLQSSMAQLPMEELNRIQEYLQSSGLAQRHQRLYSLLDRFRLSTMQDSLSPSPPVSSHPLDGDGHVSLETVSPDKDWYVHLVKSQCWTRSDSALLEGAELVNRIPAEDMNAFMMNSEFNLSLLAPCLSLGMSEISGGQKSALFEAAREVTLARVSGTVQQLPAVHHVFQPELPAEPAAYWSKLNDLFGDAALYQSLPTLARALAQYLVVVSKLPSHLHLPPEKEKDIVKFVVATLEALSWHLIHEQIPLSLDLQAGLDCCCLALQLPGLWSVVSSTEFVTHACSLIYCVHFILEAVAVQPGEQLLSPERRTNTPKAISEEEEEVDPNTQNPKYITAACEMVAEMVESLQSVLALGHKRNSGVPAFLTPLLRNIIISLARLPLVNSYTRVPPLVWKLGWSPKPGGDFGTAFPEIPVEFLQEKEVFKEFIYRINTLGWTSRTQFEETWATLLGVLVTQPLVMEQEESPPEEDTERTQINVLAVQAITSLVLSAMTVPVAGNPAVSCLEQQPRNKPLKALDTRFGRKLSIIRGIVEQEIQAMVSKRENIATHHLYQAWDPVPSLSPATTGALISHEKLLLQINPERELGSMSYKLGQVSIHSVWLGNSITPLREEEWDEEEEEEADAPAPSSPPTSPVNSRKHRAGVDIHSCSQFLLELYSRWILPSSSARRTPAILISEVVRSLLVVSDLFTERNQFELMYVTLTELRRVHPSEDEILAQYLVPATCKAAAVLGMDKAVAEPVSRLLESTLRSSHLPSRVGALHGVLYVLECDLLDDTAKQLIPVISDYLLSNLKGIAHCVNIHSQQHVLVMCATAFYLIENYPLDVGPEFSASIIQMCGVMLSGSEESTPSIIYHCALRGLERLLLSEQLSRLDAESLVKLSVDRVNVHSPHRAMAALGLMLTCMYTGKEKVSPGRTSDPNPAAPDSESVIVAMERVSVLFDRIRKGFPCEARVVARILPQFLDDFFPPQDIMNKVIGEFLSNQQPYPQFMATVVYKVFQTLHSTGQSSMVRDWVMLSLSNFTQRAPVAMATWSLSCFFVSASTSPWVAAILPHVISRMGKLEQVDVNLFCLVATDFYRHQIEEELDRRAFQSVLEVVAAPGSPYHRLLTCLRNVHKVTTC
* marks the source's active call; other numbers are inactive results; i = inactive; . = no result given; & = joins results of further samples. No stated cut-off is given here; in the data, active means inhibition above about 50%; inactive means the rest.

SMILES | Pf apPOL block | mHTT-CaM PPI inh
CCN1CCN(c2nc3c(c(=O)n(C)c(=O)n3C)n2CCSc2ncccn2)CC1 | 2 | -1
COCCNC(=O)C(=O)NCc1cccc(OC)c1 | 0 | -2
CC(C)(C)C(=O)C(C#N)=CNc1cccc2nsnc12 | -9 | .
Cc1ccc(CNC(=O)N2CCCC(C)(C(=O)NCc3ccccc3)C2)cc1 (stereo not drawn) | -1 | 0
CCOc1ccc2nc(C)cc(Nc3ccc(I)cc3)c2c1 | -64 | 18
CC(C)(C)c1cc(C(=O)Nc2ccc(F)cc2)n(Cc2ccc(F)cc2)n1 | -2 | .
O=C(NCCc1ccco1)c1cc2n(n1)CCCN(Cc1ccc(Cl)cc1)C2=O | 0 | -3
O=C(NC1CCCC1)c1ccnc(-c2cccs2)c1 | -3 | -4
CCOc1ccccc1C(=O)Nc1cccc([N+](=O)[O-])c1C | 4 | 4
OCCOCCN1CCN(Cc2ccc(Cl)cc2)CC1 | -3 | 1
O=C(NCC1CC(=O)N(Cc2ccc(F)cc2)C1)c1cccs1 (stereo not drawn) | -7 | -9
CCOc1ccccc1C(=O)N1CCC(c2nc(-c3cccc(NC(=O)CC)c3)no2)CC1 | 0 | 23
CN(C)c1ccc(CNC(=O)c2ccc3c(c2)N(C)C(=O)C2CCCCN32)cc1 (stereo not drawn) | -4 | 37
CCCCC#Cc1ccc(-c2nnc(SCc3cc(F)cc(F)c3)n2C)o1 | 2 | .
O=C(c1ccc(OCC2CCCN(C(=O)c3cc(F)ccc3F)C2)cc1)N1CCOCC1 (stereo not drawn) | -5 | -13
CCOC(=O)c1ccc(NC(=O)C(=S)NCc2ccccc2)cc1 | -4 | .
CCC(=O)Nc1ncc2c(n1)CC(c1ccco1)CC2=O (stereo not drawn) | 8 | 8
CC1(C)C2CCC3(C)OC(=O)N(N1c1ccccc1)C23C (stereo not drawn) | -2 | 0
CC1Cc2nc(SCC(=O)NCc3ccc(F)cc3)n(C)c(=O)c2S1 (stereo not drawn) | -5 | -1
CN1CCN(Cc2c(O)ccc3c2OC(=Cc2ccc(Br)cc2)C3=O)CC1 | -21 | 26
Cc1nn(C)c(C)c1CNC(=O)C1CCc2sc(C(=O)N3CCCC3)cc2C1 (stereo not drawn) | -2 | 1
CCOc1ccccc1NC(=O)c1ccc2c(c1)N(C)C(C)CO2 (stereo not drawn) | 9 | 27
CSCCC(C(=O)Nc1ccc(Br)cc1)N1C(=O)c2ccccc2C1=O (stereo not drawn) | -2 | 18
Cc1ccc(NC(=O)CN2CCN(CC(=O)Nc3ccc(C)cc3)CC2)cc1 | 4 | -4
CCOC(=O)CCNC(=O)N1CCN(Cc2nnnn2-c2ccc(F)c(F)c2)CC1 | -8 | -8
The list goes on:
SMILES | Pf apPOL block | mHTT-CaM PPI inh
COc1ccccc1NC(=O)c1cccnc1NCCO | 2 | -1
NC(=O)C1CCN(C(=O)CN(c2ccccc2Cl)S(=O)(=O)c2ccccc2)CC1 | -1 | 1
CC(=O)N1CCCn2nc(-c3ccc(F)cc3)cc2C1 | 1 | 0
O=[N+]([O-])c1cccc(CSc2ncnc3c2cnn3-c2ccccc2)c1 | -1 | 1
CCCC1CCC(C2=N/C(=C/c3cc(OC)ccc3OC)C(=O)O2)CC1 (stereo not drawn) | 0 | -30
CC(C)C(=O)N1CCN(c2nc3c(s2)CC(C(=O)N2CCCCCC2)CC3)CC1 (stereo not drawn) | 3 | 3
CC1(C)OC2OC(C(=O)Oc3ccc(Cl)cc3)C3OC(C)(C)OC3C2O1 (stereo not drawn) | -2 | -5
COc1ccc(NC(=O)N(CCCN2CCOCC2)Cc2cccnc2)c(OC)c1 | 68* | -1
CCc1ccc(-n2c(C)nc3cc(C(=O)NCCCOC)ccc32)cc1 | 2 | 10
COc1ccc(CCC(=O)NCC2(CO)CC2)cc1 | -4 | -9
CCOc1ccccc1NC(=O)c1cc(S(=O)(=O)NCc2ccco2)ccc1F | 31 | 11
O=C1NC2=C(C(=O)CCC2)C(c2ccccc2Cl)N1 (stereo not drawn) | -3 | -1
CCC(=O)N1CCc2cc(N3CC(C(=O)N4CCN(c5ccccn5)CC4)CC3=O)ccc21 (stereo not drawn) | 1 | 10
CCOc1ccccc1CNC(=O)CC(C(=O)N1CCc2ccccc21)n1ccnc1 (stereo not drawn) | -10 | 18
COc1ccc(-n2nc3c(c2NC(=O)C(C)C)CS(=O)C3)cc1 (stereo not drawn) | -5 | 5
COc1cccc(NC(=O)C2C(c3ccccc3)C2(Cl)Cl)c1 (stereo not drawn) | 15 | -33
COc1ccc(-c2cc(C(=O)N3CCCC3c3ccc(OC)cc3)no2)cc1 (stereo not drawn) | -2 | -5
O=C(Nc1ccccc1Cl)C1CCN(c2ncnc3c2nc2n3CCCCC2)CC1 | 2 | -3
Cc1ccc(-c2cc(C(=O)Nc3nnc(C4CC4)s3)c3ccccc3n2)o1 | -27 | 40
O=C(c1ccc(OCC2CCCN2C(=O)c2cccc(Cl)c2)cc1)N1CCOCC1 (stereo not drawn) | -3 | -1
COc1ccc(CN2CCC(O)CC2)cc1C | -2 | -6
CCCc1nnc(NC(=O)CSc2ncc(-c3ccccc3)nn2)s1 | 0 | 1
O=c1c2c3c(sc2[nH]c(=S)n1C1CCCCC1)CCCC3 | . | 50
Cc1ncc(CO)c2cc(C(N)=O)c(=Nc3ccccc3)oc12 | -6 | 6
NS(=O)(=O)c1ccc(CCNS(=O)(=O)c2ccc([N+](=O)[O-])cc2)cc1 | -2 | 0
Next results:
SMILES | Pf apPOL block | mHTT-CaM PPI inh
COc1ccccc1C(=O)Nc1ccc(-c2nc3cc(Cl)ccc3o2)cc1 | -1 | -1
COc1ccc(NC(=O)NC(=O)C(C)c2ccc(CC(C)C)cc2)cc1 (stereo not drawn) | -1 | .
O=C1CCCC(=O)N1c1ccc(O)cc1 | -4 | 4
O=c1[nH]nc(C[N+](=O)[O-])c2ccccc12 | -7 | -5
O=C(CN1C(=O)c2ccccc2C1=O)Nc1cccc(-c2cn3c(n2)SCC3)c1 | -5 | 1
N/C(=N\OC(=O)c1ccc(Br)o1)c1ccccn1 | -2 | i
COC[C@H]1CCCN1c1cccc2c1S(=O)(=O)N1CC[C@@H](C1)O2 | 0 | -13
COc1ccc(-c2n[nH]c(C3CC3)c2NC(C)=O)cc1OC | -2 | 3
C=CCn1c2ccccc2c2nnc(SCC(=O)N=C3NC(=O)CS3)nc21 | -5 | 34
CCC(C(=O)N1CCC(COc2ccccc2C(=O)N2CCCC2)CC1)c1ccccc1 (stereo not drawn) | -5 | 15
CC(=CCOc1cc(=O)[nH]c2ccccc12)CCC(O)C(C)(C)O (stereo not drawn) | -8&-8 | 23
CC(C)c1nc2c(NC(=O)c3ccsc3)cccn2n1 | 1 | -1
O=C(Oc1ccc2c(=O)c(-c3ccc(Cl)cc3)coc2c1)c1cccc([N+](=O)[O-])c1 | -15 | 13
C=CCNC(=O)c1cc2c(=O)n3cccc(C)c3nc2n(CCCOC)c1=N | -2 | 1
Cc1oc2c(CN3CCCCC3)c(O)ccc2c(=O)c1-c1ccc(Cl)cc1 | -17 | 0
C[C@]12C=CC(=O)C=C1CC[C@H]1[C@@H]3C[C@@H](O)[C@](O)(C(=O)CO)[C@@]3(C)C[C@H](O)[C@@]12F | 5 | .
Fc1ccc(C2=CC(c3ccc(F)cc3)n3nnnc3N2)cc1 (stereo not drawn) | -6 | -16
COC(=O)c1cc(C=NNS(=O)(=O)c2ccc(C)cc2)cn1C | -5 | .
NC(Cc1ccc(F)cc1Cl)=NO | -3 | .
Cc1ccc(C(=O)N2CCC(CCOCc3cccc(F)c3)CC2)s1 | -6 | -25
C=CCCC1CN(Cc2ccc(OC)cc2)S(=O)(=O)c2c(Oc3cc(C)c(C)c(C)c3)cccc2O1 (stereo not drawn) | -1 | 0
COc1ccc(C2CC(O)(c3ccccc3)Oc3cc(OC)ccc32)cc1 (stereo not drawn) | -3 | 80*
O=C(NCc1cccs1)c1ccc(OCC(=O)C2CC2)cc1 | -12 | -8
O=C(CCNS(=O)(=O)c1ccc(Br)s1)Nc1cccc(Cl)c1 | -13 | -6
Cc1ccc(C(=O)Nc2ccc(NC(=O)C(=O)O)cc2)o1 | -4 | -4
More records follow.
SMILES | Pf apPOL block | mHTT-CaM PPI inh
COCCNC(=O)c1cc(S(=O)(=O)N2CCC3(CC2)OCCO3)ccc1F | -1 | 2
Cc1nnc(SCCn2c(N(C)Cc3ccccc3)nc3c2c(=O)n(C)c(=O)n3C)s1 | -2 | 2
Cc1ccc(C(=O)Nc2ccncc2)cc1[N+](=O)[O-] | -4 | 3
N#Cc1cccc(NCCN2CCNC2=O)n1 | -6 | .
Cc1cc(C)nc(NC(=O)COc2ccc([N+](=O)[O-])cc2)n1 | 0 | 3
Cc1ccc(NC(=O)COc2ccc(Cl)cc2)cc1NC(=O)c1ccccc1 | -3 | 3
O=C(Nc1ccccc1C(=O)O)c1cc(S(=O)(=O)N2CCOCC2)cs1 | 4 | -2
COc1ccc(OC)c(NC(=O)c2cnn3c2NC(c2ccc(C)cc2)CC3C(F)(F)F)c1 (stereo not drawn) | 22 | 13
Cc1ccsc1C(=O)N1CCc2c(c(-c3nc(C4CC4)no3)nn2C)C1 | -4 | 7
Cc1ccccc1CNC(=O)c1cn2c(n1)CCCC2 | -1 | -8
O=S(=O)(NCC(O)c1cccs1)c1cc(F)ccc1F (stereo not drawn) | -2 | -12
COc1ccc(C(=O)N2CCOC(COc3ccc(C)cc3)C2)cc1 (stereo not drawn) | -8 | 5
CN(CCC#N)c1ccc(C=Nc2ccc(C(=O)O)cc2)cc1 | -6 | .
Cc1noc(C)c1CCC(=O)N1CCCCC1c1nncn1C (stereo not drawn) | -5 | -2
CC(=O)N1CCc2sc(S(=O)(=O)NCc3ccc(Cl)cc3)cc2C1 | -6 | 0
COc1ccc2c(c1)sc(=NC(=O)c1ccc(S(=O)(=O)N3CCCC(C)C3)cc1)n2C (stereo not drawn) | -2 | -10
Cn1cc(-c2cc3n(n2)CCCN3C(=O)CCC(=O)NCc2ccccn2)c2ccccc21 | 0 | 49
COc1ccc(-c2nn(C)c(=O)c3ccccc23)cc1NC(=O)c1ccc(Cl)cc1 | -1 | 3
CSc1ccccc1NC(=O)c1ccc(S(=O)(=O)c2ccccc2Cl)c([N+](=O)[O-])c1 | -3 | 29
O=C(NCCCN1CCOCC1)C1CC(c2ccccc2F)=NO1 (stereo not drawn) | 2 | -8
COc1ccc(NC(=O)c2ccc(C)cc2)c(OC)c1 | 4 | -5
[N-]=[N+]=NCCN1CCN(Cc2ccccc2)CCC1=O | -1 | 2
COc1ccc(C2(C(=O)NCc3ccccc3Cl)CCOCC2)cc1OC | -6 | 1
C=CCSc1nnc2c(n1)OC(c1ccc(OCC)c(OC)c1)N(C(C)=O)c1ccccc1-2 (stereo not drawn) | -66 | 36
O=C(c1ccccc1[N+](=O)[O-])n1c(COc2ccccc2)nc2ccccc21 | -1 | 5
The list continues.
SMILES | Pf apPOL block | mHTT-CaM PPI inh
O=C(c1ccc(-c2ccc(C3CCCCC3)cc2)nc1)N1CCOCC1 | -2 | -4
O=C(Nc1ccc2c(c1)OCCO2)c1cc2ccccc2o1 | 1 | 3
O=C(COc1ccccc1F)Nc1ccc2c(c1)CN(C(=O)c1ccco1)CC2 | -14 | 4
CCOC(=O)c1ccccc1NC(=O)N1CCc2cn(C)c3cccc(c23)C1 | 2 | 20
Cc1ccc(C(=O)Nc2c3c(nn2-c2ccccc2C)CS(=O)(=O)C3)cc1C | -3 | 8
CC(Oc1ccccc1)C(=O)Nc1cccc(F)c1 (stereo not drawn) | -6 | -12
CCC(=O)Nc1c(-c2ccc(Cl)cc2)nc2ccccn12 | -3 | 11
O=C(NCc1cccc(Br)c1)c1ccc2c(c1)NC(=O)C1CCCCN21 (stereo not drawn) | 0 | -4
CCOC(=O)c1nnn2c1nc(N(CC)CC)c1ccccc12 | -11 | .
COc1ccccc1C1C2CCCC=C2C(C#N)=C(N)C1(C#N)C#N (stereo not drawn) | -4 | 26
Cc1cc(C)c(OCc2cn(CC(=O)c3ccc(O)cc3)nn2)c(C)c1 | 7 | 2
O=C(Nc1ccc(Br)cn1)c1ccc(Oc2ccccc2)cc1 | -8 | -19
O=C(NC(C(Cl)(Cl)Cl)S(=O)(=O)c1ccccc1)c1cccc([N+](=O)[O-])c1 (stereo not drawn) | -37 | 1
CCOc1ccc(NC(=O)c2c(O)c3cccc4c3n(c2=O)CC4)cc1 | 3 | -6

Entries above that have a thiophene ring, fused or not:
SMILES | Pf apPOL block | mHTT-CaM PPI inh
O=C(NC1CCCC1)c1ccnc(-c2cccs2)c1 | -3 | -4
O=C(NCC1CC(=O)N(Cc2ccc(F)cc2)C1)c1cccs1 (stereo not drawn) | -7 | -9
Cc1nn(C)c(C)c1CNC(=O)C1CCc2sc(C(=O)N3CCCC3)cc2C1 (stereo not drawn) | -2 | 1
O=c1c2c3c(sc2[nH]c(=S)n1C1CCCCC1)CCCC3 | . | 50
CC(C)c1nc2c(NC(=O)c3ccsc3)cccn2n1 | 1 | -1
Cc1ccc(C(=O)N2CCC(CCOCc3cccc(F)c3)CC2)s1 | -6 | -25
O=C(NCc1cccs1)c1ccc(OCC(=O)C2CC2)cc1 | -12 | -8
O=C(CCNS(=O)(=O)c1ccc(Br)s1)Nc1cccc(Cl)c1 | -13 | -6
O=C(Nc1ccccc1C(=O)O)c1cc(S(=O)(=O)N2CCOCC2)cs1 | 4 | -2
Cc1ccsc1C(=O)N1CCc2c(c(-c3nc(C4CC4)no3)nn2C)C1 | -4 | 7
O=S(=O)(NCC(O)c1cccs1)c1cc(F)ccc1F (stereo not drawn) | -2 | -12
CC(=O)N1CCc2sc(S(=O)(=O)NCc3ccc(Cl)cc3)cc2C1 | -6 | 0
